Compound activity deposited in PubChem by Emory University Molecular Libraries Screening Center.
EP2 antag: inhibitors of human EP2 prostaglandin E2 receptor | AID 1422 | 260,000 compounds, 0.52% hits | C6 glioma cells expressing human EP2, cAMP TR-FRET; cells stimulated with saturating PGE2 | inhibition, % at 25 µM;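 active = percent inhibition above 40 after rounding to a whole number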;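 note: rat C6 glioma host cells with rolipram phosphodiesterase inhibitor present; the protocol text gives 20 µM as final concentration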
Target sequence (P43116 whole entry, looked up): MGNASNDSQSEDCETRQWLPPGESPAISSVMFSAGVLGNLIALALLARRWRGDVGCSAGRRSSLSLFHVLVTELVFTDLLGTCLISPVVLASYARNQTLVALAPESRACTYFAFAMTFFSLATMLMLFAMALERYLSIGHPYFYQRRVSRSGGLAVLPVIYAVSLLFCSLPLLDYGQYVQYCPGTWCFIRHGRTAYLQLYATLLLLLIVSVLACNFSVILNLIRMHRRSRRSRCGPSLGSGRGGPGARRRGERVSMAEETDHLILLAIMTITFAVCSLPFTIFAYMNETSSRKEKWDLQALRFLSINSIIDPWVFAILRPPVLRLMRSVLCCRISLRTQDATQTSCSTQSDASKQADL
* = called active by the depositor; & = joins results of further samples. Some of the compounds tested; rates above refer to the full screens.

SMILES	EP2 antag
O=C(Cn1cnc([N+](=O)[O-])c1)Nc1ccccc1C(F)(F)F	9
C=C(C)Cn1c(C2CC(=O)N(c3ccc(OCC)cc3)C2)nc2ccccc21 (stereo unspecified)	7
COc1cccc(NC(=O)C(Cc2c[nH]c3ccccc23)NC(=O)Oc2ccccc2)c1 (stereo unspecified)	8
COc1ccc(C(=O)N2CCN(Cc3nc4ccccc4c(=O)[nH]3)CC2)cc1	13
CCC(C)(C)n1nnnc1C(c1cc2c(C)cc(C)cc2[nH]c1=O)N1CCOCC1 (stereo unspecified)	6
COc1ccc(OCCn2cc(C(=O)C3CC3)c3ccccc32)cc1	9
CC1(C)C2CCC(C2)C1(C)NC(=O)CNCc1ccco1 (stereo unspecified)	13
CC1CCc2c(sc3ncnc(NCCC(=O)O)c23)C1 (stereo unspecified)	12
CCOc1cc(/C=C2\Sc3ccccc3C2=O)cc(Br)c1OCC(=O)O	13
CCC1(CC)C(=O)C2=C3C1[C@H](C(=O)OC)C=C(C(=O)OC)C[C@H]3[C@H]1C(=O)NC(=O)[C@H]1[C@H]2C (stereo partly specified)	11
N=c1ccn2c(n1)OC1[C@@H](O)[C@@H](CO)O[C@H]12 (stereo partly specified)	16
COc1ccc(NC(=O)CNC(=O)C2OC3OC(C)(C)OC3C3OC(C)(C)OC23)cc1 (stereo unspecified)	8
CC1CC(C)CN(C(=O)CSc2nnc3c4ccccc4nc(C(C)C)n23)C1 (stereo unspecified)	10
CCc1cc2cc3c(cc2nc1SCC(=O)Nc1cccc(C(C)=O)c1)OCCO3	9
CC1=C([N+](=O)[O-])C(c2ccc(Cl)cc2)NC(=O)N1C (stereo unspecified)	10
Nc1c(Br)cc(Br)cc1CNC1CCC(O)CC1 (stereo unspecified)	10
Cc1ccccc1NC(=O)c1cc2sccc2n1C	6
N=C(CC(=O)Nc1ccccn1)c1ccccc1	14
COc1ccc(NC(=O)CSc2nnc(C(C)C)n2C)c(OC)c1	19
O=C(CN(C(=O)CNC(=O)c1cccs1)c1cccc(C(F)(F)F)c1)NC1CCCCC1	11
O=C(NC1CCCC1)C(c1ccccc1F)N(CC1CCCO1)C(=O)Cn1nnc2ccccc21 (stereo unspecified)	11
C=CCOC(=O)C1=C[C@@H](c2ccc3c(c2)OCO3)C[C@@H](OCCCCO)O1	3
COc1cc(S(=O)(=O)N(Cc2ccccc2)Cc2cccc(OC)c2OC)ccc1-n1cnnn1	7
C/C(Cl)=C\CSc1nc(N2CCOCC2)c2c(c1C#N)CC(C)(C)OC2	9

Taken from above:
N=C(CC(=O)Nc1ccccn1)c1ccccc1 | EP2 antag: 14
COc1ccc(NC(=O)CSc2nnc(C(C)C)n2C)c(OC)c1 | EP2 antag: 19
C=C(C)Cn1c(C2CC(=O)N(c3ccc(OCC)cc3)C2)nc2ccccc21 (stereo unspecified) | EP2 antag: 7

Remaining list, next part
SMILES	EP2 antag
O=C(CC1CCCCC1)Nc1ccc2c(c1)OCCO2	7
COc1ccccc1CC(C(=O)Nc1cccc2ccccc12)c1nn[nH]n1 (stereo unspecified)	8
CC(C)n1c(=O)oc2cc(S(=O)(=O)N3CCCC(C(N)=O)C3)ccc21 (stereo unspecified)	4
Cc1ccc(C)c(Cn2nnc3c(=O)[nH]c(C4CCN(C(=O)C5CCC5)CC4)nc32)c1	10
COc1ccc(CN(Cc2ccccc2-n2cccn2)CC2CCCO2)cc1OC (stereo unspecified)	13
C/C=C(\C)C(=O)OC1[C@@H]2C=C3C(CC[C@]4(C)C3CC(=O)O[C@H]4c3ccoc3)C(C)(C2=O)[C@@H](C(O)C(=O)OC)C1(C)C (stereo partly specified)	10
CC1CCCCN1c1nc2c(c(=O)[nH]1)CCN(Cc1cccn1-c1cccnc1)C2 (stereo unspecified)	10
COc1ccc(CN2CCN(Cc3ccncc3)CC2)cc1OCc1ccccc1	13
COc1ccc(C2(C(=O)NCc3nc(-c4ccccc4F)no3)CC2)cc1	9
CCCCCCCCCOC(=O)C1N2C(=O)[C@@H](NC(=O)COc3ccccc3)[C@H]2SC1(C)C (stereo partly specified)	8
CCc1c(C)nc2ncnn2c1NCc1ccc(OC)cc1	11
CCc1nc(-c2cc3cc(C)ccc3[nH]c2=O)no1	11

Gathered by group, those above containing sulfur (eleven)
SMILES	EP2 antag
CC1CCc2c(sc3ncnc(NCCC(=O)O)c23)C1 (stereo unspecified)	12
CCOc1cc(/C=C2\Sc3ccccc3C2=O)cc(Br)c1OCC(=O)O	13
CC1CC(C)CN(C(=O)CSc2nnc3c4ccccc4nc(C(C)C)n23)C1 (stereo unspecified)	10
CCc1cc2cc3c(cc2nc1SCC(=O)Nc1cccc(C(C)=O)c1)OCCO3	9
Cc1ccccc1NC(=O)c1cc2sccc2n1C	6
COc1ccc(NC(=O)CSc2nnc(C(C)C)n2C)c(OC)c1	19
O=C(CN(C(=O)CNC(=O)c1cccs1)c1cccc(C(F)(F)F)c1)NC1CCCCC1	11
COc1cc(S(=O)(=O)N(Cc2ccccc2)Cc2cccc(OC)c2OC)ccc1-n1cnnn1	7
C/C(Cl)=C\CSc1nc(N2CCOCC2)c2c(c1C#N)CC(C)(C)OC2	9
CC(C)n1c(=O)oc2cc(S(=O)(=O)N3CCCC(C(N)=O)C3)ccc21 (stereo unspecified)	4
CCCCCCCCCOC(=O)C1N2C(=O)[C@@H](NC(=O)COc3ccccc3)[C@H]2SC1(C)C (stereo partly specified)	8

Next section:
SMILES	EP2 antag
COc1ccccc1N(Cc1cc2ccc(C)cc2[nH]c1=O)C(C)=O	11
Cc1ccc(S(=O)(=O)N2CCN(C)CC2)cc1C(N)=O	8
CCCCOc1ccc(NC(=O)Cn2nc(-c3ccco3)cc(N)c2=O)cc1	8
CCc1cc2cccc(C)c2nc1SCC(=O)Nc1ccc(N2CCOCC2)cc1	10
COc1ccc(CN(Cc2cc3cccc(C)c3[nH]c2=O)S(=O)(=O)c2ccc(OC)cc2)cc1	8
CC(C)n1c(SCCC#N)nc2c1c(=O)n(C)c(=O)n2C	10
CCCN(Cc1cc2cc(OC)ccc2[nH]c1=O)C(=O)c1ccccc1	9
O=C(O)CCCCCNS(=O)(=O)c1cccc2cccnc12	6
COc1ccc(N(C(=O)c2csnn2)C(C(=O)NC(C)(C)C)c2ccc(C)cc2)cc1 (stereo unspecified)	11
O=C(CSc1nccc(=O)[nH]1)Nc1ccc(Cl)cc1	14
COc1ccc(/C(O)=C2/C(=O)C(=O)NC2c2ccccc2)cc1OC (stereo unspecified)	16
Cc1ccc(CN(CC(=O)NC2CCCC2)C(=O)c2ccc(C)s2)cc1	6

The last 2 compounds of the section above are carried over, then new ones follow:
SMILES	EP2 antag
COc1ccc(/C(O)=C2/C(=O)C(=O)NC2c2ccccc2)cc1OC (stereo unspecified)	16
Cc1ccc(CN(CC(=O)NC2CCCC2)C(=O)c2ccc(C)s2)cc1	6
CC(C)C1=C[C@@]23CC[C@@H]4[C@](C)(CCC[C@@]4(C)C(=O)O)[C@@H]2C[C@@H]1[C@H](C(=O)O)[C@@H]3C(=O)O	50*
CC1(C)Oc2ccc3ccc(=O)oc3c2/C(=C/NNC(N)=S)C1=O	12
Cn1c(N2CCC(C(=O)Nc3ncn[nH]3)CC2)nc2ccccc21	10
CCOc1ccc2[nH]c(=O)c(CN(CC3CCCO3)C(=O)Nc3ccc(C)cc3)cc2c1 (stereo unspecified)	5
O=C(Cn1nc(-c2nccc3ccccc23)oc1=O)NC1CCCCC1	4
CCOC(=O)CNC(=O)CSc1nnnn1-c1ccccc1OC	9
N#Cc1ccccc1CN1c2cccc3cccc(c23)S1(=O)=O	11
O=c1[nH]c(/C=C\c2ccc(N3CCCC3)cc2)nc(O)c1[N+](=O)[O-]	14
O=C(CSc1nnc2n(CC(=O)N3CCCC3)c3ccccc3n12)N1CCCCC1	13
CC(C)OC(=O)C1=C(N)OC2=C(C(=O)CCC2)C1c1cccc(C(F)(F)F)c1 (stereo unspecified)	17
COC(=O)c1cccc(NC(=O)CSc2nnc3c(C)cc4ccc(C)c(C)c4n23)c1	12
Cc1ccc(CN(CCCn2ccnc2)Cc2cn[nH]c2-c2cccs2)o1	2
CC(C)Oc1ccc(OCCSc2nnc(-c3ccccc3)n2N)cc1	15
Cc1cc2c(cc3c(=O)n(CC(=O)N4CCC(C)CC4)nc(C)n32)o1	11
CN(N=O)C(=O)N[C@@H]1[C@@H](O)[C@H](O)[C@@H](CO)O[C@@H]1O	13
CCOc1ccc2c(c1)c1nnc(SCC(=O)N3CCCC3)nc1n2C	6
COc1cccc(C(c2nnnn2C(C)(C)C)N2CCN(C)CC2)c1OC (stereo unspecified)	14
CCOc1cccc(C2C(C(=O)c3ccc(C)o3)=C(O)C(=O)N2Cc2cccnc2)c1 (stereo unspecified)	19
Cn1c(=O)n(C)c2cc(CN3C[C@@H]4CCCN4C[C@@H]3Cc3ccccc3)ccc21	11
Cc1sc2ncn3c(SCC(=O)NNC(=O)c4ccccc4)nnc3c2c1C	7
CC(C)N1CCN(C(=O)CCC2CCCC2)CC1	7
CCN1CCN(C(c2cc3cc4c(cc3[nH]c2=O)OCCO4)c2nnnn2Cc2ccccc2)CC1 (stereo unspecified)	11
C[N+]1(CC2Cc3ccccc3O2)CCOCC1 (stereo unspecified)	5
Cc1occc1-c1nn(C2CCN(C(=O)C3CCCO3)CC2)c(=O)o1 (stereo unspecified)	6
CC(=O)c1ccc(N(C(=O)Cc2cccs2)C(C(=O)NC2CCCCC2)c2cccs2)cc1 (stereo unspecified)	67*
CCC(C)(C)n1nnnc1C(C(C)C)N(Cc1ccco1)Cc1cc2cccc(C)c2[nH]c1=O (stereo unspecified)	8
CN1CCCc2cc(SC#N)ccc21	15
Cc1ccc2cc(CN(CCN(C)C)C(=S)NCC3CCCO3)c(=O)[nH]c2c1 (stereo unspecified)	10
OC(c1cc(C(F)(F)F)nc2c(C(F)(F)F)cccc12)C1CCCCN1 (stereo unspecified)	16
O=C(O)c1nc(-c2ccccc2)[nH]c1C(=O)O	9
Cc1ccc2nc(SCC(=O)Nc3cccc(I)c3)c(C#N)cc2c1	24
CC(Sc1nc(N)cc(N)n1)C(=O)Nc1cccc2ccccc12 (stereo unspecified)	7
Cc1sc2nc(C(C)C)n3c(SCC(=O)Nc4nc5c(s4)CCCC5)nnc3c2c1C	4
C[N+]1(CC(O)COCCC23CC4CC(CC(C4)C2)C3)CCOCC1 (stereo unspecified)	8
COc1ccccc1CNC(=O)c1cc(-c2ccccc2)nn1CC1CC(c2cccc([N+](=O)[O-])c2)=NO1 (stereo unspecified)	14
CCCC(=O)NC(c1ccc(C(C)C)cc1)c1ccc2cccnc2c1O (stereo unspecified)	8
CC1(C)CCC(=O)N[C@H]1CC(=O)C[C@@H]1NC(=O)CCC1(C)C	8
CC(C)(C)OC(=O)NCCCCC1=CC2=CC(=O)C(C)(O)C(=O)C2=CO1 (stereo unspecified)	17
CCCC[C@@H]1CNC(=O)C(=O)N1CCc1cccc2ccccc12	10
CCc1ccccc1NC(=O)CSc1nc2c(C)ccc(C)c2cc1C#N	10
C[n+]1cn(CC(O)COc2cccc3ccccc23)c2ccccc21 (stereo unspecified)	9
COC(=O)[C@H]1[C@H]2C[C@@H]3c4[nH]c5cc(OC)ccc5c4CCN3C[C@H]2C[C@@H](OC(=O)c2cc(OC)c(OC)c(OC)c2)[C@@H]1OC	16&8
Nc1nc(CSc2nnc(-c3ccncc3)o2)nc(Nc2ccccc2)n1	12
COc1ccc2c(c1)NC1(CCNCC1)c1cccn1-2	9
Cc1cnc(NC(=O)CN2CCC(N3CCCCC3)CC2)s1	15
Cc1nc2c(c(=O)[nH]1)CCN(C(=O)CCn1ncc3ccccc31)C2	4
COc1ccc(C2=CC3=C(Br)C(=O)C(C)(OC(=O)c4cnc5ccccc5n4)C(=O)C3=CO2)cc1 (stereo unspecified)	18
O=C(CSc1nnc(-c2ccccc2Br)o1)N1CCCc2ccccc21	13

Structures above that contain a Cl atom (3):
SMILES	EP2 antag
CC1=C([N+](=O)[O-])C(c2ccc(Cl)cc2)NC(=O)N1C (stereo unspecified)	10
C/C(Cl)=C\CSc1nc(N2CCOCC2)c2c(c1C#N)CC(C)(C)OC2	9
O=C(CSc1nccc(=O)[nH]1)Nc1ccc(Cl)cc1	14

The listing continues:
SMILES	EP2 antag
Cc1cc2cc(CN(CCO)C(=O)c3ccccc3)c(=O)[nH]c2cc1C	11
Cc1cc(-c2cc(N)c(=O)n(CC(=O)Nc3ccc4c(c3)OCCO4)n2)c(C)o1	7
O=S(=O)(NCc1ccncc1)c1ccc(-c2ccc(S(=O)(=O)NCc3ccncc3)cc2)cc1	17
CCOc1ccc2nc(NC(=O)C3CCN(S(=O)(=O)c4ccc(Cl)cc4)CC3)sc2c1	12
COc1ccc(-c2nnc(SCC(=O)NCc3ccc4c(c3)OCO4)o2)cc1	11
COC(=O)[C@H]1CN(C(=O)C2CC(=O)N(C)C2)C[C@@H]1c1ccccc1F (stereo partly specified)	5
N#CCc1ccc(NC(=O)Cn2c(=O)oc3ccccc32)cc1	13
CCN(CC)c1ccc2c(c1)oc(=O)c1cc3ccccc3nc12	13
Cc1cc2cc(CN(Cc3ccccc3)C(=O)c3ccco3)c3nnnn3c2cc1C	8
O=C(CNC(=O)c1ccco1)NCC(=O)OCc1ccc(Cl)cc1Cl	7
CC1CCCC(C)N1C(=O)Cn1c(SCC(=O)N2CCOCC2)nc2ccccc21 (stereo unspecified)	17
Cc1nn(C(C)CC(=O)N2CCc3c([nH]c4ccc(Cl)cc34)C2)c(C)c1C (stereo unspecified)	7
Cc1cc(/C=C/c2ccc3cc(N(C)C)ccc3[n+]2C)c(C)n1-c1ccccc1	25
CC(CCN)(CCN)[N+](=O)[O-]	6
O=S(=O)(O)c1cc(N=C=S)ccc1/C=C/c1ccc(N=C=S)cc1S(=O)(=O)O	12
CCOCc1nnc(NC(=O)Cn2c3c(c4ccccc42)CCC3)s1	12
CCOc1ccc2[nH]c(=O)c(CN(Cc3cccs3)S(=O)(=O)c3ccccc3Cl)cc2c1	16
CC(C(=O)Nc1ccccc1-c1ccccc1)n1nc(-c2cccs2)cc(N)c1=O (stereo unspecified)	5
O=C(Nc1ccc2c(c1)OCCO2)C1CCN(C(=O)c2cccs2)CC1	9
N#Cc1c(NC(=S)NC(=O)c2cccs2)sc2c1CCCC2	30
